High-throughput results from PubChem.
CRE Fsk mod: Cell signaling CRE-BLA (Fsk stim); CHO CRE-bla reporter (cAMP response element driving beta-lactamase), forskolin EC10, beta-lactamase ratio; Potency, µM (series often up to 38.2 µM), for inactives: at the highest dose activity change, negative = inhibition, usual class: activators; AID 662, 2007; 71,000 tested, 2.5% active; active means well fitted activation curve with a large enough effect in the signal ratio, with a control signal flat, not every such curve was filed as active; inconclusive means small, poorly fitted or top-dose-only effect, or effect the other way, or a change in a side signal; the % refers to the signal ratio; further: potency means the concentration at half of the fitted maximal effect; % of control where 0% means no effect
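qHTS titration format; CRE-bla CHO reporter; stimulus EC10 NKH 477, a water-soluble forskolin. Read: CCF4 460/530 nm ratio. Potency expressed as AC50 for activators or inhibitors.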
BRCT inh green: qHTS Assay for Inhibitors of BRCT-Phosphoprotein Interaction (Green Fluorophore); Potency, µM (top dose mostly 76.9 µM), for inactives: at the top dose activity change, negative = inhibition, actives largely listed as inhibitors; 75,000 tested, 0.05% active; BRCA1 BRCT-phosphopeptide binding, green fluorescence polarization; Breast cancer type 1 susceptibility protein (Homo sapiens), P38398;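 further: potency means the concentration at half of the fitted maximal effect; plate controls were peptide without protein for full effect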
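Fluorescence polarization: His-tagged BRCT (~35 kDa BRCA1 C-terminus, 250 nM) bound to 100 nM fluorescein-labeled phosphorylated 10-aa BACH1 peptide, pH 7.3 phosphate buffer with DTT and Tween 20. Compounds incubated 12 min at room temperature; inhibition read as lowered polarization.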
FLuc inh: qHTS Assay for Inhibitors of Firefly Luciferase; purified firefly luciferase, luminescence, 8 min; Potency, µM (titrated, usually from 57.1 µM), for the others: at the highest dose activity change, negative = inhibition, hits mostly inhibitors; 72,000 tested, 2.2% active; further: potency means the concentration at half of the fitted maximal effect; on the % scale 0 is the no-effect control and ±100 the full control effect; nearly all actives have a fitted effect of over 40% in size
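Here, luciferase activity is measured as luminescence following an 8 min room-temperature reaction at 10 uM ATP, pH 7.2. Every library sample is titrated.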
BRCT inh red: qHTS Assay for Inhibitors of BRCT-Phosphoprotein Interaction (Red Fluorophore). 75,000 tested, 0.03% active. BRCT-phosphopeptide binding, red fluorescence polarization. Potency, µM (top dose mostly 76.9 µM), for inactives: at the top dose activity change, negative = inhibition, most hits filed as inhibitors. Breast cancer type 1 susceptibility protein (Homo sapiens), P38398. AID 892, 2007; further: on the % scale 0 is the no-effect control and ±100 the full control effect
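Rhodamine-labelled pBACH1 10-mer (100 nM) bound to BRCT domain (100 nM) at pH 7.3; compounds incubated 12 min room temperature, polarization read. Free peptide defines full inhibition; unlabelled decapeptide titrated as control.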
Casp7 inh: qHTS Assay for Allosteric/Competitive Inhibitors of Caspase-7; AID 889, 2007; Potency, µM (top dose mostly 57.5 µM), for the others: top-dose activity change, negative = inhibition, hits mostly inhibitors; recombinant caspase-7, Ac-DEVD-AFC fluorescence rate; 75,000 tested, 0.02% active; P55210; active means well fitted inhibition curve with a large enough effect in the main read-out, with a control signal flat, not every such curve was filed as active; inconclusive means small, poorly fitted or top-dose-only effect, or a change in a side signal; further: potency means the concentration at half of the fitted maximal effect; % of control where 0% means no effect
HEK293 cAMP ctrl: qHTS Assay for Agonists of the Thyroid Stimulating Hormone Receptor: Activators of Intracellular cAMP Concentrations in Parental HEK 293. parental HEK293 CNG cAMP sensor, membrane potential fluorescence. Potency, µM (titrated, usually from 57.1 µM), inactives show top-dose activation, most hits filed as activators. 73,000 tested, 2.5% active; further: potency means the concentration at half of the fitted maximal effect; % of control where 0% means no effect; nearly all actives have a fitted effect of over 55% in size
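Parental HEK 293 cells stably expressing a cAMP-gated CNG channel were loaded with membrane potential dye containing 100 uM RO 20-1724 for 60 min. Compound added for 30 min; depolarization read as fluorescence intensity at 590 nm.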
Tau filament bind: qHTS Assay for Tau Filament Binding | Microtubule-associated protein tau (Homo sapiens), P10636 | recombinant tau filaments, thioflavin S fluorescence, 15 h; filaments grown with octadecylsulfate alongside compound | Potency, µM (series often up to 57.1 µM), without a hit: at the top dose activity change, negative = inhibition | 71,000 tested, 2% active;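 further: potency means the concentration at half of the fitted maximal effect; on the % scale 0 is the no-effect control and ±100 the full control effect; actives lower thioflavin S fluorescence by blocking filaments or displacing dye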
Target sequence (P10636 whole entry, looked up): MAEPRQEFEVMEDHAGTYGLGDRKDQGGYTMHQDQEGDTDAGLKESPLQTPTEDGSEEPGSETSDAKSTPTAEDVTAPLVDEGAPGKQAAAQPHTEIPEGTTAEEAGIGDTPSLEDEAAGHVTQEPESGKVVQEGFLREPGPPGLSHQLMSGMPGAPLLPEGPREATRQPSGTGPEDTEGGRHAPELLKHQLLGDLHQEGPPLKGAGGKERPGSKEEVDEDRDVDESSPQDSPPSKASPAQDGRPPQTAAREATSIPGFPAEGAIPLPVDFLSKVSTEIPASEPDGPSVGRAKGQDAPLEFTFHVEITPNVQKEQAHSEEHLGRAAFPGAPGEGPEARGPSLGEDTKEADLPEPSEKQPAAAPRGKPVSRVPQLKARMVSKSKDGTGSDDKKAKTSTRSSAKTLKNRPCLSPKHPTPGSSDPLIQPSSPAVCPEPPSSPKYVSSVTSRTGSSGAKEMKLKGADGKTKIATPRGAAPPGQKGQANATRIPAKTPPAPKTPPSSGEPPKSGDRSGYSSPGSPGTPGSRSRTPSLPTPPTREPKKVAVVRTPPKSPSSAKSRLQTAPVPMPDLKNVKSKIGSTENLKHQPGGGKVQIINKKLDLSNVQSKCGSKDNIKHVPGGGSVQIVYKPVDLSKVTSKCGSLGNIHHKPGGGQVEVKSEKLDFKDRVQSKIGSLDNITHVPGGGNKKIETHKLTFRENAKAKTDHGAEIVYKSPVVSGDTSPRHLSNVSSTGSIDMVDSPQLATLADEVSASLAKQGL
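Tau 2 uM in ThS buffer dispensed; compound added; 60 uM ODS added (finals 1 uM tau, 30 uM ODS); 15 h 37 C; fluor ex450/em510.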
A350 fluor: qHTS Assay for Spectroscopic Profiling in A350 Spectral Region. Compound autofluorescence, 340/450 nm, Alexa 350 dye-equivalents; stronger effect = higher value. max dye-equivalent concentration, M. 59,000 tested, 11% active. AID 590, 2007; in the data active means max dye-equivalent concentration above about 10 nM; inconclusive means mostly about 1.1 nM to 9.6 nM
Casp1 inh: qHTS Assay for Allosteric/Competitive Inhibitors of Caspase-1. P29466. Potency, µM (series often up to 57.5 µM), without a hit: at the top dose activity change, negative = inhibition, usual class: inhibitors. Caspase-1 enzyme, Ac-WEHD-AFC fluorogenic rate. 75,000 tested, 0.03% active;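 further: potency means the concentration at half of the fitted maximal effect; plate controls were vehicle for no effect and no substrate for full effect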
Active calls of the source: *; i = inactive; u = inconclusive; x = no result given; [ ] = another dose, or the depositor's remark. Unless noted, the call rests on the fitted dose curve; in most records, active means well fitted curve in the direction sought with a large enough effect; inconclusive means small, poorly fitted or top-dose-only effect, or another doubt; inactive means no such curve, though single readings can be large; an effect the other way counts as inactive or inconclusive. This is a subset (hit frequency here may not be typical).

SMILES | CRE Fsk mod | BRCT inh green | FLuc inh | BRCT inh red | Casp7 inh | HEK293 cAMP ctrl | Tau filament bind | A350 fluor | Casp1 inh
CSc1nc(N)c(C#N)c(-c2ccccc2Cl)c1C#N | x | x | 0.5%[25.5 µM] | x | x | x | x | i | x
CC(C)[C@@H](CC(=O)N[C@@H]1CCCC[C@H]1C(=O)N[C@H](CC(=O)N[C@@H](CCC(=O)O)CC(=O)O)Cc1c[nH]c2ccccc12)NC(=O)C[C@H](Cc1c[nH]c2ccccc12)NC(=O)[C@@H]1CCCC[C@H]1N | -13.5% | x | x | x | x | 13.9% | 12.1% | x | x
NCCC[C@@H](CC(=O)N[C@@H]1CCCC[C@H]1C(=O)N[C@H](CC(=O)N[C@@H](CCC(=O)O)CC(=O)O)Cc1c[nH]c2ccccc12)NC(=O)C[C@H](CO)NC(=O)[C@@H]1CNCC[C@H]1N | -11.6% | x | x | x | x | u | -13.3% | x | x
CC(C)C[C@@H](CC(=O)N[C@@H](CCC(=O)O)CC(=O)O)NC(=O)[C@@H]1CCCC[C@H]1NC(=O)C[C@@H](NC(=O)C[C@H](Cc1ccccc1)NC(=O)[C@@H]1CNCC[C@H]1N)C(C)C | 0.9% | x | x | x | x | 3.1% | -2.1% | x | x
CC(C)C[C@@H](CC(=O)N[C@@H](CCC(=O)O)CC(=O)O)NC(=O)[C@@H]1CCCC[C@H]1NC(=O)C[C@H](CCCN)NC(=O)C[C@H](Cc1ccccc1)NC(=O)[C@@H]1CCCC[C@H]1N | -14.9% | x | x | x | x | 10.3% | -2.7% | x | x
CC(C)C[C@@H](CC(=O)N[C@@H](CCC(=O)O)CC(=O)O)NC(=O)[C@@H]1CNCC[C@H]1NC(=O)C[C@@H](NC(=O)C[C@H](Cc1ccccc1)NC(=O)[C@@H]1CNCC[C@H]1N)C(C)C | -14.4% | x | x | x | x | 9.2% | -9.7% | x | x
CC(C)[C@@H](CC(=O)N[C@@H]1CCCC[C@H]1C(=O)N[C@H](CC(=O)N[C@@H](CCC(=O)O)CC(=O)O)Cc1ccccc1)NC(=O)C[C@H](CO)NC(=O)[C@@H]1CNCC[C@H]1N | -7.6% | x | x | x | x | 16.8% | -3.9% | x | x
CC(C)C[C@@H](CC(=O)N[C@H](CC(=O)N[C@@H]1CCCC[C@H]1C(=O)N[C@H](CC(=O)N[C@@H](CCC(=O)O)CC(=O)O)CC(C)C)C(C)C)NC(=O)[C@@H]1CCCC[C@H]1N | u | x | x | x | x | 15.7% | 4.2% | x | x
NCCC[C@@H](CC(=O)N[C@@H]1CCCC[C@H]1C(=O)N[C@H](CC(=O)N[C@@H](CCC(=O)O)CC(=O)O)Cc1c[nH]c2ccccc12)NC(=O)C[C@H](Cc1c[nH]c2ccccc12)NC(=O)[C@@H]1CCCC[C@H]1N | -21.3% | x | x | x | x | 7.0% | -3.4% | x | x
CC(C)C[C@@H](CC(=O)N[C@@H](CCCN)CC(=O)N[C@@H]1CCCC[C@H]1C(=O)N[C@H](CC(=O)N[C@@H](CCC(=O)O)CC(=O)O)Cc1ccccc1)NC(=O)[C@@H]1CCCC[C@H]1N | u | x | x | x | x | u | -11.7% | x | x

Taken from the listing for reference:
SMILES | CRE Fsk mod | BRCT inh green | FLuc inh | BRCT inh red | Casp7 inh | HEK293 cAMP ctrl | Tau filament bind | A350 fluor | Casp1 inh
CC(C)[C@@H](CC(=O)N[C@@H]1CCCC[C@H]1C(=O)N[C@H](CC(=O)N[C@@H](CCC(=O)O)CC(=O)O)Cc1c[nH]c2ccccc12)NC(=O)C[C@H](Cc1c[nH]c2ccccc12)NC(=O)[C@@H]1CCCC[C@H]1N | -13.5% | x | x | x | x | 13.9% | 12.1% | x | x
NCCC[C@@H](CC(=O)N[C@@H]1CCCC[C@H]1C(=O)N[C@H](CC(=O)N[C@@H](CCC(=O)O)CC(=O)O)Cc1c[nH]c2ccccc12)NC(=O)C[C@H](CO)NC(=O)[C@@H]1CNCC[C@H]1N | -11.6% | x | x | x | x | u | -13.3% | x | x
CC(C)C[C@@H](CC(=O)N[C@@H](CCC(=O)O)CC(=O)O)NC(=O)[C@@H]1CCCC[C@H]1NC(=O)C[C@@H](NC(=O)C[C@H](Cc1ccccc1)NC(=O)[C@@H]1CNCC[C@H]1N)C(C)C | 0.9% | x | x | x | x | 3.1% | -2.1% | x | x
CC(C)C[C@@H](CC(=O)N[C@@H](CCC(=O)O)CC(=O)O)NC(=O)[C@@H]1CCCC[C@H]1NC(=O)C[C@H](CCCN)NC(=O)C[C@H](Cc1ccccc1)NC(=O)[C@@H]1CCCC[C@H]1N | -14.9% | x | x | x | x | 10.3% | -2.7% | x | x
CC(C)C[C@@H](CC(=O)N[C@@H](CCC(=O)O)CC(=O)O)NC(=O)[C@@H]1CNCC[C@H]1NC(=O)C[C@@H](NC(=O)C[C@H](Cc1ccccc1)NC(=O)[C@@H]1CNCC[C@H]1N)C(C)C | -14.4% | x | x | x | x | 9.2% | -9.7% | x | x
CC(C)[C@@H](CC(=O)N[C@@H]1CCCC[C@H]1C(=O)N[C@H](CC(=O)N[C@@H](CCC(=O)O)CC(=O)O)Cc1ccccc1)NC(=O)C[C@H](CO)NC(=O)[C@@H]1CNCC[C@H]1N | -7.6% | x | x | x | x | 16.8% | -3.9% | x | x

The results go on:
SMILES | CRE Fsk mod | BRCT inh green | FLuc inh | BRCT inh red | Casp7 inh | HEK293 cAMP ctrl | Tau filament bind | A350 fluor | Casp1 inh
CC(C)[C@@H](CC(=O)N[C@@H]1CCCC[C@H]1C(=O)N[C@H](CC(=O)N[C@@H](CCC(=O)O)CC(=O)O)Cc1c[nH]c2ccccc12)NC(=O)C[C@H](CO)NC(=O)[C@@H]1CNCC[C@H]1N | u | x | x | x | x | 10.0% | -12.4% | x | x
CC(C)C[C@@H](CC(=O)N[C@@H](CCCN)CC(=O)N[C@@H]1CCNC[C@H]1C(=O)N[C@H](CC(=O)N[C@@H](CCC(=O)O)CC(=O)O)Cc1ccccc1)NC(=O)[C@@H]1CCCC[C@H]1N | -5.9% | x | x | x | x | u | -5.8% | x | x
CC(C)[C@@H](CC(=O)N[C@@H]1CCNC[C@H]1C(=O)N[C@H](CC(=O)N[C@@H](CCC(=O)O)CC(=O)O)Cc1ccccc1)NC(=O)C[C@H](CO)NC(=O)[C@@H]1CCCC[C@H]1N | -7.7% | x | x | x | x | u | -12.9% | x | x
CC(C)[C@@H](CC(=O)N[C@@H]1CCCC[C@H]1C(=O)N[C@H](CC(=O)N[C@@H](CCC(=O)O)CC(=O)O)Cc1ccccc1)NC(=O)C[C@H](CO)NC(=O)[C@@H]1CCCC[C@H]1N | u | x | x | x | x | -9.8% | 7.0% | x | x
NCCC[C@@H](CC(=O)N[C@@H]1CCCC[C@H]1C(=O)N[C@H](CC(=O)N[C@@H](CCC(=O)O)CC(=O)O)Cc1ccccc1)NC(=O)C[C@H](CO)NC(=O)[C@@H]1CNCC[C@H]1N | u | x | x | x | x | 12.3% | -1.2% | x | x
O=S(=O)(NC1CCCCC1NCc1ccco1)c1ccc(Cl)cc1 (stereo not drawn) | x | -1.1% | x | -1.0% | -2.3% | x | x | x | 1.5%
